# Source: PubChem (National Center for Advancing Translational Sciences (NCATS))
# ERG Ets-DNA blk = inhibitors of human ERG Ets domain-DNA interaction; Potency, µM (series often up to 76.9 µM), without a hit: at the top dose FP activity, negative = inhibition, most hits filed as inhibitors; AID 624246; 370,000 compounds, 0.028% hits; P11308; fluorescence polarization, His-ERG Ets domain / labelled DNA; active = well fitted inhibition curve with a large enough effect in the polarisation, with a control signal flat; inconclusive = small, poorly fitted or top-dose-only effect, or effect the other way, or a change in a side signal; inactive = no such curve, though single readings can be large or run the other way; the % refers to the polarisation;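 also: polarization taken with two DNA probes labelled with fluorescein and Texas red; potency is read from the fitted curve at half-maximal effect; % of control where 0% means no effect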
#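 His-tagged ERG Ets domain (1 uM in the protein solution; 300mM KCl, 50mM Tris-HCl, 1mM EDTA, 1mM DTT, pH 7.5) received compound, then a probe mix of 5 nM fluorescein-DNA and 100nM Texas-615-DNA. Fluorescence polarization was read for both dyes.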
# GLS inhibitor = glutaminase GLS (human) inhibition; O94925; Potency, µM (titrated, usually from 45.5 µM), for inactives: at the top dose activity change, negative = inhibition, actives largely listed as inhibitors; AID 624170; 410,000 compounds, 0.21% hits; GLS enzymatic activity, qHTS titration; also: potency is read from the fitted curve at half-maximal effect; % is scaled to controls: 0 for no effect and ±100 for the full control effect
#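 Glutamate formation by hKGA was monitored fluorometrically using coupled glutamate oxidase, HRP and Amplex Red. Substrate was added as 1 mM L-glutamine solution; incubation was 30 min at RT after an initial read.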
# Tb PGK inh = blocks T. brucei phosphoglycerate kinase; P07378; PGK/GAPDH coupled, Kinase-Glo luminescence, 60 min; Potency, µM (highest dose often 57.5 µM), for inactives: top-dose activity change, negative = inhibition, actives largely listed as inhibitors; 380,000 compounds, 0.043% hits; AID 602233; also: potency is read from the fitted curve at half-maximal effect; % is scaled to controls: 0 for no effect and ±100 for the full control effect; nearly all actives have a fitted effect of over 60% in size
#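 Recombinant glycosomal PGK reaction used 1,3-bisphosphoglycerate generated in-well by GAPDH (100nM final) in 100mM TEA pH 7.6, 5mM MgCl2, 0.01% Tween-20. After 60 minutes at room temperature, ATP was read by Kinase-Glo Plus luminescence end-point.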
# HP1b binding inh = inhibitors of HP1-beta chromodomain binding to methylated histone tails. P83916. AlphaScreen HP1-beta / biotin-H3K9me3 peptide binding. Potency, µM (highest dose often 114 µM), for inactives: at the highest dose activity change, negative = inhibition, hits mostly inhibitors. 390,000 compounds, 0.56% hits; also: potency is read from the fitted curve at half-maximal effect; nearly all actives have a fitted effect of over 70% in size; inactives centre near 23
#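 HP1-beta protein (50 nM final) preincubated 30 min at room temperature with biotinylated H3(1-18)K9me3 peptide (50 nM) in PBS pH 7.4, 0.01% Tween-20, then compound added for 30 min. AlphaScreen streptavidin donor/nickel chelate acceptor beads (10 ug/mL final), 30 min dark, luminescence read.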
# Pin1 inhibitor = human Pin1 inhibition; Pin1 FP peptide displacement, HiFluor488, 10 min; Potency, µM (highest dose often 115 µM), without a hit: at the highest dose activity, negative = inhibition, hits mostly inhibitors; 390,000 compounds, 0.009% hits; AID 504891; active = well fitted inhibition curve with a large enough effect in the polarisation, with a control signal flat, not every such curve was filed as active; inconclusive = small, poorly fitted or top-dose-only effect, or effect the other way, or a change in a side signal; inactive = no such curve, though single readings can be large or run the other way; the % refers to the polarisation; also: potency is read from the fitted curve at half-maximal effect; % is scaled to controls: 0 for no effect and ±100 for the full control effect
# Target sequence (Q13526 whole entry, looked up): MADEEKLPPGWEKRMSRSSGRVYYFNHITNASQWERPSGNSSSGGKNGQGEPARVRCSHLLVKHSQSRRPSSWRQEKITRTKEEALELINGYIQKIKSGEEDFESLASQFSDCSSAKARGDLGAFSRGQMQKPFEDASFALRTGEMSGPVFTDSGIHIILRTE
# G9a block = G9a (human) methyltransferase inhibition; Q96KQ7; G9a H3K9 monomethylation, AlphaScreen, 2 h; Potency, µM (top dose mostly 102 µM), without a hit: top-dose activity, negative = inhibition, most hits filed as inhibitors; 350,000 compounds, 8.8% hits; also: potency is read from the fitted curve at half-maximal effect; % is scaled to controls: 0 for no effect and ±100 for the full control effect; nearly all actives have a fitted effect of over 75% in size
# Target sequence (Q96KQ7 913-1193 limits assumed): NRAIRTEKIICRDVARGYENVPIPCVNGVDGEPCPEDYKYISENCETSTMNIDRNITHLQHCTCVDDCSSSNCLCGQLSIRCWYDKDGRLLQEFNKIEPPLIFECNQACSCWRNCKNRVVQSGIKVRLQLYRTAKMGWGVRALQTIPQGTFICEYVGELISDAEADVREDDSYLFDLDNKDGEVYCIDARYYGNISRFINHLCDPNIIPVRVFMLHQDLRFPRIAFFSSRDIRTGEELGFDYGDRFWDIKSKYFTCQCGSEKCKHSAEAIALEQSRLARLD
#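 Enzyme 20 nM + cpd, 15 min RT; add b-H3K9 pep 500 nM / SAM 20 uM; 2 h RT; anti-H3K9me1 Ab 0.5 ug/mL + SA donor / anti-rabbit acceptor beads 20 ug/mL each, 10 min; AlphaScreen read.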
# JMJD2A Tudor inh = blocks the human JMJD2A Tudor domain | O75164 | AlphaScreen JMJD2A-Tudor / H3K4me3 peptide binding | Potency, µM (doses to about 114 µM), without a hit: at the highest dose activity change, negative = inhibition, actives largely listed as inhibitors | 390,000 compounds, 4.4% hits | AID 504339; also: potency is read from the fitted curve at half-maximal effect; % is scaled to controls: 0 for no effect and ±100 for the full control effect; nearly all actives have a fitted effect of over 50% in size
# BAZ2B block = inhibitors of human BAZ2B bromodomain. Q9UIF8. 360,000 compounds, 4.4% hits. Potency, µM (top dose mostly 114 µM), inactives show at the top dose activity change, negative = inhibition, actives largely listed as inhibitors. AlphaScreen BAZ2B-H3K14Ac peptide displacement; also: potency is read from the fitted curve at half-maximal effect; % is scaled to controls: 0 for no effect and ±100 for the full control effect; nearly all actives have a fitted effect of over 60% in size
#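 AlphaScreen displacement of biotin-H3(5-23)K14Ac peptide (50 nM final) from BAZ2B (50 nM final) in PBS pH 7.4, 0.01% Tween-20; complex preformed 30 min RT, then compounds (top 110 uM) 30 min RT, beads 20 min dark.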
# PI4K2A inh = blocks human PI4K2A kinase activity; Q9BTU6; purified PI4K2A, ADP-Glo luminescence, 1 h; stronger effect = lower value; activity change, negative = inhibition, % at 76.9 µM; 420,000 compounds, 0.13% hits; in the data active = activity change below about -50%; inconclusive = mostly about -30% to -49%;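 also: -100% = wells without enzyme as full effect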
# Target sequence (Q9BTU6 whole entry, looked up): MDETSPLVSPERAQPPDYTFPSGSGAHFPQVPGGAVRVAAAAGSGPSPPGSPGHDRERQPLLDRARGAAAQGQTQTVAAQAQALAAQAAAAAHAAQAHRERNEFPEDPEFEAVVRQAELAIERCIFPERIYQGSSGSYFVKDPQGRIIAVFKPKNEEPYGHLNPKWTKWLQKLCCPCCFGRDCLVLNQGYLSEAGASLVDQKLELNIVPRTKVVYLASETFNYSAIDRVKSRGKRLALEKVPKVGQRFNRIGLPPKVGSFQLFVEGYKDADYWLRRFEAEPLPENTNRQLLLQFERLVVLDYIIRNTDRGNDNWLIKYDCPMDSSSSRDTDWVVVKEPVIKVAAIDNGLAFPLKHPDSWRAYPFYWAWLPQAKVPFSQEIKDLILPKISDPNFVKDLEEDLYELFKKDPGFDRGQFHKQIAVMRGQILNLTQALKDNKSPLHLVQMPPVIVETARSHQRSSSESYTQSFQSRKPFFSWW
#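 PI4K2A activity was measured by ADP-Glo luminescence: enzyme (4 ug/mL stock) and phosphatidylinositol (1.2 mM stock) in Tris pH 7.5/MgCl2/EGTA/Triton X-100 buffer were reacted with ATP (300 microM stock) for one hour at ambient temperature.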
# Numbers without * were called inactive; i = inactive; ? = inconclusive; . = no result given; & = joins results of further samples; [ ] = another dose, or the depositor's remark. Unless noted, calls follow the shape of the dose curve; as a rule, active = well fitted curve in the direction sought with a large enough effect; inconclusive = small, poorly fitted or top-dose-only effect, or another doubt; inactive = no such curve, though single readings can be large; an effect the other way counts as inactive or inconclusive. A portion of the library. The share of hits here may be higher or lower than overall.
No.	SMILES	GLS inhibitor	G9a block	Tb PGK inh	ERG Ets-DNA blk	Pin1 inhibitor	JMJD2A Tudor inh	PI4K2A inh	HP1b binding inh	BAZ2B block
1	CCCCCn1c(=O)c(C(=O)Nc2cc(C)ccn2)c(O)c2ccccc21	40%[activator]	3%[0.501 µM]	i	-9%	2%	-3%	2	82%[activator]	-3%
2	CC(C)c1ccc(C(O)P(=O)(OCc2ccccc2)c2ccc(N(C)C)cc2)cc1 (stereo not drawn)	3%	6%	-11%	-12%	3%	?	10	-3%	?
3	CCC(=NCCN1CCOCC1)c1c(O)n(C2CCCCC2)c(=O)[nH]c1=O	0%	35µM*	-6%	9%	5%	2%	-2	38%[activator]	-5%
4	Cc1ccc(N2C(=O)NC(=O)/C(=C\c3cn(CC(=O)O)c4ccccc34)C2=O)cc1	6%	25µM*	-9%	2%	32%[activator]	-9%	-14	28%	?
5	CC(=O)[C@@]1(O)CCC2C3CC=C4C[C@@H](O)CC[C@]4(C)C3CC[C@@]21C (stereo partly drawn)	-5%	.	-5%	-4%	2%	-5%	3	24%	.
6	COC(=O)C1=C(c2ccc(OC(F)(F)F)cc2)C[C@@H]2CC[C@H]1N2C(=O)N1CCCCC1	0%	-6%[0.501 µM]	-7%	1%	2%	-13%	1	40%[activator]	11%
7	Cc1c(C(=O)Nc2ccccc2)c2cc(O)ccc2n1Cc1ccccc1	?	?	-7%	-5%	4%	?	2	-29%	-38%
8	COc1ccc(-c2nn(CCC#N)cc2C(=O)Nc2ccccc2Cl)cc1	-1%	43%	-4%	-9%	-2%	-21%	1	32%	-3%
9	CC1CCCCC12C(=O)NC(=O)NC2=O (stereo not drawn)	13%	.	1%	4%	-3%	-1%	5	22%	.
10	COC(=O)C1=C(c2ccc(S(C)(=O)=O)cc2)C[C@@H]2CC[C@H]1N2C(=O)NCc1cccc2ccccc12	-2%	.	-7%	1%	-2%	-12%	-3	31%	.
11	COC(=O)C1=C(c2cccc(OC)c2OC)C[C@@H]2CC[C@H]1N2C(=O)NCc1cccc2ccccc12	-2%	.	9%	7%	?	-27%	0	23%	.
12	COC(=O)C1=C(c2cccc(C#N)c2)C[C@@H]2CC[C@H]1N2C(=O)NCc1cc(C)oc1C(F)(F)F	0%	14%[0.501 µM]	-1%	17%	6%	-24%	-2	32%	18%
13	CCN1CCN(C(=O)COc2ccc3c(c2)C(=O)CC2(CCN(C(C)=O)CC2)O3)CC1	-4%	0%[59 µM]	i	2%	4%	-16%[57.1 µM]	-5	28%	6%
14	Cc1cc(C)c(NC2=NCCCS2)c(C)c1	-3%	1%[59 µM]	-3%	12%	0%	-3%	8	23%	-2%
15	NC1=NC(=O)N2CC12 (stereo not drawn)	8%&-5%	-3%[12.7 µM]	i	.	-8%	-9%	-5	15%	.
16	COC(=O)c1ccc(-n2c(C)nc3ccccc3c2=O)cc1	5%	9%[59 µM]	i	2%	5%	1%	-1	22%	9%
17	CCOC(=O)c1c(C)[nH]c(C)c1S(=O)(=O)NCC(=O)N1CCN(c2cc(Cl)ccc2C)CC1	-15%	?	-2%	-4%	10%	?	-3	5%	?
18	O=C1NC(=O)N(c2ccc3c(c2)OCO3)C(=O)/C1=C/c1ccsc1	16%	?	-6%	15%	19%	-5%	-13	36%	-6%
19	Cc1cc([P+](=O)O)c(C)n1-c1ccc(Br)cc1	?	-17%[59 µM]	-6%	.	5%	?	-3	12%	-24%
20	COC(=O)C(O)(c1ccc(N(C)S(=O)(=O)c2ccccc2)cc1)C(F)(F)F (stereo not drawn)	0%	-18%[59 µM]	i	1%	-5%	0%	-1	22%	.
21	COP(=O)(NC(=O)C(Cl)(Cl)Cl)OC	1%	.	-3%	-5%	-1%	-18%	6	24%	-15%
22	C[C@]12CC[C@H](O)CC1=CC(=O)C1C2CC[C@]2(C)C(=O)CCC12 (stereo partly drawn)	-2%	.	-10%	-1%	0%	-15%	-1	21%	.
23	CN1CCN(c2c(C#N)c(C(F)(F)F)nn2C)CC1	3%	10%	i	12%	3%	-8%	-4	-10%	3%
24	NC(=O)CN1C2CCC1CC(NC(=O)C1CC1)C2 (stereo not drawn)	?	-1%	1%	-4%	-8%	-17%[57.1 µM]	3	4%	-6%
25	O=C(OCC(=O)N1CCOCC1)c1ccc[nH]c1=O	1%	20µM*	-3%	-1%	-17%	18µM*	2	-4%	.
26	O=Cc1ccc(O)c(O)c1	?	?	1%	-4%	0%	22µM*	-2	28%	56µM*
27	O=C1CC(c2cccnc2)=NN1c1ccc(Cl)cc1Cl	0%	?	-9%	-1%	-2%	0%	-1	-15%	?
28	CC12CC[C@H]3[C@@H](CCC4(O)C[C@H](O)CCC34/C=N/NC(=O)c3ccccc3F)C1(O)CCC2C1=CC(=O)OC1 (stereo partly drawn)	-1%	.	1%	-9%	3%	-7%	3	46%[activator]	-1%
29	Clc1ccc(Cn2ccnc2)cn1	8%	-25%	-3%	-13%	0%	-24%	4	13%	-7%
30	COCCCn1c(N)c(C(=O)NCCC(C)C)c2nc3ccccc3nc21	-11%	24%[12.7 µM]	-8%	-3%	1%	69%[activator]	?	154%	26%
31	COc1ccc(NC(=O)N2CCC3(CC2)OCCO3)cc1	41%[activator]	8%	i	-3%	1%	-16%	0	0%	-19%
32	CN(C)CCN(CC1CCCN(Cc2ccccc2F)C1)C(=O)Cc1ccccc1F (stereo not drawn)	1%	-12%	-6%	-2%	-10%	-12%	-3	32%	-28%
33	COC(=O)c1ccc(N=C(c2ccccc2)c2c(O)n(C)c(=O)n(C)c2=O)cc1	2%	?	1%	-4%	-15%	-5%	-24	52%[activator]	-18%
34	CCCCn1c(N)c(C(=O)NCc2cccs2)c2nc3ccccc3nc21	0%	49%[activator]	-6%	8%	2%	10%	5	33%	46%[activator][57.1 µM]
35	Cn1c(=O)oc2cc(S(=O)(=O)N3CCCc4ccccc43)ccc21	-6%	?	0%	4%	7%	-1%	-4	67%[activator]	8%
36	C=Cc1cc(OC)c2c(c1)c(=O)oc1c2cc(OC)c2c(O)ccc(C3OC(C)C(O)C(C)(O)C3O)c21 (stereo not drawn)	2%	.	-9%	?	39%[activator]	-1%	-8	20%	.
37	OCC(CBr)(CBr)CBr	1%	2%[0.501 µM]	-1%	-9%	-1%	-17%	5	27%	0%
38	CN(C)C(=O)On1c(-c2ccccc2)nc2ccc(Cl)cc21	0%	?	i	2%	2%	-15%	2	20%	-1%
39	CCn1c(=N)n(Cc2ccccc2F)c2ccccc21	3%	30%[59 µM]	-4%	-6%	0%	-5%[57.1 µM]	-2	53%[activator]	11%
40	COc1ccccc1-n1c(-c2ccccc2F)nc2ccccc2c1=O	-3%	.	9%	-4%	6%	-5%	10	26%	.
41	CN1CCN(c2ccc([N+](=O)[O-])c(NCC3CCCO3)c2)CC1 (stereo not drawn)	14%	28µM*	i	.	16%	-23%	10	-7%	6%
42	CN(C)c1ccc(/C=C/[N+](=O)[O-])cc1	-13%	71µM*	-1%	8%	21%	-4%	18	2%[57 µM]	-6%
43	O=C1COc2ccc(C(=O)COC(=O)Cc3ccccc3)cc2N1	-6%	-43%	-8%	18%	5%	-3%	-3	33%	2%
44	CCCCn1c(-c2nonc2NC(=O)c2ccccc2Cl)nc2ccccc21	-3%	.	2%	4%	1%	6%	1	70%[activator]	.
45	COc1ccc(Nc2ncc(C(=O)N3CCC4(CC3)OCCO4)c3ccccc23)cc1	13%	3%[59 µM]	2%	0%	0%	-6%	-4	50%[activator]	-3%
46	COC(=O)C1=C(c2ccc(-c3ccccc3)c(F)c2)C[C@@H]2CC[C@H]1N2C(=O)NCc1cccc2ccccc12	5%	3%[0.501 µM]	-8%	4%	2%	-25%	2	9%	-18%
47	O=P(NC(c1ccccc1)c1ccccc1)(Oc1ccccc1)Oc1ccccc1	10%	-6%[59 µM]	1%	8%	2%	-8%	4	15%	5%
48	CSc1ccc(CN2CCN(C(=O)COc3ccc(C)cc3)CC2)cc1	0%&-3%	10µM*	-2%	-5%&0%	-7%&4%	8.9µM*	-3&2	?	56µM*
49	O=C1NC(=O)N(c2ccccc2)C(=O)/C1=C\c1ccc([N+](=O)[O-])s1	?	8.9µM*	-29%	74%[activator]	?	22µM*	-23	16µM*	35µM*
50	CC1CCN(C(=O)c2ccc(N3CC4CC(C3)c3cccc(=O)n3C4)c([N+](=O)[O-])c2)CC1 (stereo not drawn)	5%	?	9%	.	-3%	-18%	5	2%	6%
51	Cc1ccc2c(c1)C(c1ccccc1)=NCC(=O)N2C	-2%	.	i	1%	0%	-2%	-4	53%[activator]	.
52	O=C(COC(=O)c1cccc(O)c1)Nc1ccc(Cl)cc1C(=O)c1ccccc1	-2%	?	-5%	1%	-3%	?	-2	-4%	-8%
53	CC(NC1=NCCS1)c1ccccc1 (stereo not drawn)	-4%	-5%	-9%	-10%	-3%	-2%	4	24%	-7%
